RAD54 inh: blocks human RAD54 Holliday junction branch migration. inhibition, % at 10.4 µM. 360,000 tested, 0.14% active. FAM/BHQ fluorescence;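 active = mean normalized replicate activity at least 40 and at least half of replicates scoring 40 or more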;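 also: 0% = median of neutral control wells and 100% = median of positive control wells; inhibitors cause a drop in the FAM fluorescence signal; in these data hits start at about 50%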
RAD52 anneal inh: blocks human RAD52 DNA annealing | inhibition, % at 18.7 µM | 360,000 tested, 0.46% active | AID 651710 | P43351 | recombinant RAD52 DNA annealing, FRET fluorescence;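 active = every replicate showing at least 50% inhibition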
Target sequence (P43351 whole entry, looked up): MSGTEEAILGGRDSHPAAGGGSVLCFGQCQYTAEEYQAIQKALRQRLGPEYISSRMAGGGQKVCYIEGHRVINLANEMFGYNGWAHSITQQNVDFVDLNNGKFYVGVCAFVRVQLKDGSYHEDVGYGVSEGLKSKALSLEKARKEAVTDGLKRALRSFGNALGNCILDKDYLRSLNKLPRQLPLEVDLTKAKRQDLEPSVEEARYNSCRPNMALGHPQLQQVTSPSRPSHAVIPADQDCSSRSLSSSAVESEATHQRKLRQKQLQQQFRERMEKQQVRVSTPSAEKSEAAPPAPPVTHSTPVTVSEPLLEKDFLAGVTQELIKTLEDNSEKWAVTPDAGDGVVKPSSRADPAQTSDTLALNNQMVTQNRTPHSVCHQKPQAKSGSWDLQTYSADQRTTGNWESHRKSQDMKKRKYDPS
ERAP1 HTS inh: inhibitors of human ERAP1 aminopeptidase | inhibition, % at 10.7 µM | 340,000 tested, 0.15% active | recombinant ERAP1, Leu-AMC fluorescence, 60 min | Q9NZ08;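 active = mean replicate inhibition of at least 30%, or all replicates individually reaching that 30% level; inactive = mean below 30% and not every replicate reaching it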;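 also: 0% = neutral control wells and 100% = L-leucinethiol positive control wells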
PglD DTNB: PglD (C. jejuni) enzyme inhibition; purified PglD enzyme, DTNB colorimetric CoA detection; inhibition, % at 12.5 µM; 360,000 tested, 0.098% active; in the data active = inhibition above about 16%, passing the limit was not always enough; also: strong numbers were not always called active
E-sel inducer: induces E-selectin expression in human endothelial cells; activation, % at 7.58 µM; 260,000 tested, 0.37% active; HUVEC E-selectin immunofluorescence imaging; normalized: neutral wells 0, TNF-alpha wells 100; P16581; AID 686992;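 active = mean E-selectin-positive cell signal at least 10% of the positive control, reached in at least 60% of replicates, without over 20% cell loss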;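 also: in these data hits start at about 27%; measured in HUVEC primary endothelial cells; signal is the percent of cells scored E-selectin positive by PE staining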
Target sequence (P16581 whole entry, looked up): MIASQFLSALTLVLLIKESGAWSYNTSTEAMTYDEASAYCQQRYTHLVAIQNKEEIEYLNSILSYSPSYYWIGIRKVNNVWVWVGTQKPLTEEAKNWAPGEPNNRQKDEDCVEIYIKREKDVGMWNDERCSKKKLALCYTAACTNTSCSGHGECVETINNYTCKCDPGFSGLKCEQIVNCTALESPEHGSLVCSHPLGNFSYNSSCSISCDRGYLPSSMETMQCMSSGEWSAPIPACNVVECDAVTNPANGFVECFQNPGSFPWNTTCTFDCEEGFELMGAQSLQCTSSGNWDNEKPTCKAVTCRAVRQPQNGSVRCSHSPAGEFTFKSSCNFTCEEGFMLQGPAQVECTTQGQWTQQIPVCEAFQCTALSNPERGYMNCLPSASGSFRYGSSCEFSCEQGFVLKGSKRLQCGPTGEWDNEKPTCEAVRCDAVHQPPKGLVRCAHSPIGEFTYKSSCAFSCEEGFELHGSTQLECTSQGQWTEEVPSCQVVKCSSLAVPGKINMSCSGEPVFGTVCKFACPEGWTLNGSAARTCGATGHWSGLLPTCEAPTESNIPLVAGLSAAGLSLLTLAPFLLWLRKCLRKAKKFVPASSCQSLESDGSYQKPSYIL
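Test system: HUVEC | Signal: Immunofluorescence imaging | Read-out: Percent E-selectin-positive cells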
PGC1a acetyl inh: lowers PGC1a acetylation signal in U2OS cells | AlphaScreen anti-acetyl-lysine; with virally co-expressed GCN5 acetyltransferase | inhibition, % at 15.6 µM | 350,000 tested, 0.17% active;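 active = every replicate shows inhibition of at least 40%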;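 also: 0% = neutral control wells and 100% = positive control wells; some results beyond the cut were filed as inactive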
miR122 inh: blocks miR-122 activity in Huh7 sensor cells; 340,000 tested, 0.3% active; Huh7 miR-122 Renilla luciferase sensor, 48 h; neutral wells = 0, positive control = 100; activation (reporter increase), % at 12.5 µM; AID 602342;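 active = mean replicate activation score at least 90 and every replicate individually at or above 90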;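 also: higher luciferase means less miR-122 activity so hits act as miR-122 inhibitors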
Cneo AK release: causes C. neoformans cell lysis; AID 651654; lysis activity, % at 15 µM; adenylate kinase release luminescence, 4 h; normalised: neutral wells 0, clomiphene wells 100; 360,000 tested, 0.2% active;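 active = mean lysis activity across replicates of at least 80%, whatever share of replicates individually reach that level; inactive = mean lysis activity below 80%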
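Signal: Adenylate kinase release luminescence | Assay system: Log-phase Cryptococcus neoformans yeast cells | Input: Cells at 5 × 10^6 per mL | Buffer or medium: Fresh YPD growth medium | Compound: Single dose | Schedule: Static 4 h at 37 °C with compound, 1 h detection | Controls: Clomiphene | Read-out: Luminescence rise reflecting yeast cell lysis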
Active calls of the source: *; nt = not tested or not shown; [ ] = another dose, or the depositor's remark. Not a hit list. Share with any hit: about 1.4%.

SMILES	RAD54 inh	RAD52 anneal inh	ERAP1 HTS inh	PglD DTNB	E-sel inducer	PGC1a acetyl inh	miR122 inh	Cneo AK release
CC(C)(C)NC(=O)/C=C/c1cccs1	nt	-9	3	nt	0.7	3	nt	nt
C[C@H](O)C#Cc1ccc([C@@H]2[C@@H](CO)N3CCCCN(S(=O)(=O)c4ccccc4)C[C@@H]23)cc1	4	-15	-1	-2	-0.8	12	0[16.7 µM]	0
CCNC(=O)C[C@H]1CC[C@@H]2[C@H](COC[C@@H](O)CN2Cc2ccncc2)O1	-1	nt	nt	-4	0.2	1	-6[16.7 µM]	0
COc1cccc(NC(=O)N(C)C[C@@H]2Oc3cc(/C=C/c4ccccc4)ccc3S(=O)(=O)N([C@@H](C)CO)C[C@@H]2C)c1	-5	-3	1	-6	1.0	-8	nt	-15
O=C(O)CCNC(=O)OCC1c2ccccc2-c2ccccc21	15	-6	-1	2	nt	3	0	2
C[C@@H]1CN([C@@H](C)CO)S(=O)(=O)c2ccc(-c3cccnc3)cc2O[C@@H]1CN(C)C(=O)CN(C)C	6	-8	0	2	0.1	10	0[16.7 µM]	44
CO[C@@H]1CN(C)C(=O)c2cc(NS(=O)(=O)c3ccc(F)cc3)ccc2OC[C@H](C)NC[C@@H]1C	2	-12	-2	-2	-0.4	-6	-4[16.7 µM]	-1
O=C(NCC12CC3CC(CC(C3)C1)C2)c1cc2n(n1)C(C(F)(F)F)CC(c1ccco1)N2 (configuration not stated)	1	nt	nt	-5	nt	3	-1	-2
CCOC(=O)N1CCN(C(=O)CSCC(=O)Nc2nc(-c3ccc(OC)cc3)cs2)CC1	6	nt	nt	1	nt	-8	-21	2
Cc1ccc(S(=O)(=O)N2CCC(C(=O)OCC(=O)N(Cc3ccccc3)C(C)C)CC2)cc1C	-6	-15	-3	-9	-0.1	14	2	3
C[C@@H]1CN([C@H](C)CO)C(=O)c2cc(NS(C)(=O)=O)ccc2O[C@@H]1CN(C)C(=O)NC1CCCCC1	2	1	1	-1	nt	0	0[16.7 µM]	-1
Cc1ccc(NC(=O)CCCc2nc3ccccc3c(=O)[nH]2)c(Cl)c1	-10	0	4	2	-1.7	-1	-8	-1
NNC(=O)c1ccc(Cn2cc(Cl)cn2)o1	-9	-11	2	-4	nt	-3	1	3
CCOc1cccc(N2CCN(CCNC(=O)Nc3ccc(C)cc3)CC2)c1C	2	-1	nt	-4	0.1	0	-6	-3
CCCC#Cc1ccc([C@H]2[C@@H](CO)N3C(=O)CN(C(=O)CN4CCOCC4)C[C@@H]23)cc1	nt	5	2	nt	0.7	-14	nt	nt
COC(OC)C1(C)C(C#N)=C(N)Oc2c1c(=O)oc1ccccc21 (configuration not stated)	4	-5	-3	8	-0.2	-13	1	-3
C[C@@H]1CN([C@H](C)CO)S(=O)(=O)c2ccc(Br)cc2O[C@H]1CN(C)C(=O)c1ccc2c(c1)OCO2	3	5	2	-5	0.9	-3	0[16.7 µM]	1
CCC(C)c1ccc2oc(-c3ccc(NC(=O)c4ncn[nH]4)cc3)nc2c1 (configuration not stated)	0	nt	nt	-4	nt	-22	-4	3
CCN1C(=O)c2cccc3c(NC(=O)c4ccc(S(=O)(=O)N5CCOCC5)cc4)ccc1c23	-16	nt	nt	17	nt	-31	-6	-7
C[C@H](CO)N1C[C@H](C)[C@H](CN(C)Cc2ccncc2)Oc2ccc(NC(=O)C3CC3)cc2C1=O	-9	7	-1	2	-0.2	-11	-2[16.7 µM]	-2
COc1ccc(-c2ccc3c(c2)[C@H]2[C@H](CCN2S(=O)(=O)C2=NC(C)C=N2)[C@@H](CO)N3C)cc1 (some centres not stated)	-1	3	1	-4	-0.7	11	2[16.7 µM]	6
CC(C)NC(=O)N(C)C[C@@H]1Oc2cc(C#Cc3ccccn3)ccc2S(=O)(=O)N([C@H](C)CO)C[C@H]1C	-2	-2	2	4	0.1	-11	-5[16.7 µM]	-4
COc1ccccc1CNC(=O)Nc1nc(C(N)C(C)C)cs1 (configuration not stated)	-6	-38	-2	1	-0.1	2	3	-1
COc1ccc(Br)cc1/C=C/C(=O)NC(=S)Nc1ccc(CN2CCOCC2)cc1	12	-9	1	-2	nt	-16	4	17
COc1cccc(Oc2ccc(OC)cc2C(=O)O)c1	-13	-21	nt	7	nt	-4	3	3
Cc1cc(C(=O)OCC(=O)NC2CCS(=O)(=O)C2)c2ccccc2n1 (configuration not stated)	3	-17	1	-2	-0.1	15	nt	-1
CC(C)CC(=O)Nc1cc2c3c(c1)C(C)C(=O)N3CCC2 (configuration not stated)	5	-10	0	5	nt	15	-5	0
COC(=O)C1(NC(=O)CNC(=O)OCc2ccccc2)CCCC1	4	1	-4	0	-0.4	nt	-4	1
CCOc1cc(-c2nc3cc(C)ccn3c2NCC2CCCO2)ccc1O (configuration not stated)	10	nt	nt	1	nt	8	-3	14
O=[N+]([O-])c1ccccc1Sc1nccn1Cc1ccccc1	6	nt	nt	-5	nt	nt	-2	0
COc1ccc(OC)c2c(C)cc(NCCN3CCOCC3)nc12	54*	nt	nt	-5	nt	-6	nt	5
Cc1ccc(OCCNCC(O)COc2ccccc2)cc1 (configuration not stated)	2	-3	-3	-4	-0.1	nt	1	7
COc1ccc2c3c(n(C)c2c1)[C@H](CO)N(S(C)(=O)=O)CC31CCN(C(=O)C2CCCC2)CC1	nt	9	1	nt	-0.3	12	nt	nt
COc1ccc(C(=O)Nc2ccc3c(c2)C(=O)N(C)C[C@@H](OC)[C@@H](C)CN[C@H](C)CO3)cc1	0	-3	5	2	0.0	-9	-2[16.7 µM]	-1
Cc1occc1C(=O)N/N=C/c1ccc2c(c1)OCO2	nt	-8	0	nt	nt	-1	4	nt
CCOc1ncccc1C(=O)OC(C)C(=O)Nc1ccc(N2CCOCC2)cc1 (configuration not stated)	7	1	-5	4	nt	nt	nt	2

Next section, starting with the last 7 of the part before.
SMILES	RAD54 inh	RAD52 anneal inh	ERAP1 HTS inh	PglD DTNB	E-sel inducer	PGC1a acetyl inh	miR122 inh	Cneo AK release
O=[N+]([O-])c1ccccc1Sc1nccn1Cc1ccccc1	6	nt	nt	-5	nt	nt	-2	0
COc1ccc(OC)c2c(C)cc(NCCN3CCOCC3)nc12	54*	nt	nt	-5	nt	-6	nt	5
Cc1ccc(OCCNCC(O)COc2ccccc2)cc1 (configuration not stated)	2	-3	-3	-4	-0.1	nt	1	7
COc1ccc2c3c(n(C)c2c1)[C@H](CO)N(S(C)(=O)=O)CC31CCN(C(=O)C2CCCC2)CC1	nt	9	1	nt	-0.3	12	nt	nt
COc1ccc(C(=O)Nc2ccc3c(c2)C(=O)N(C)C[C@@H](OC)[C@@H](C)CN[C@H](C)CO3)cc1	0	-3	5	2	0.0	-9	-2[16.7 µM]	-1
Cc1occc1C(=O)N/N=C/c1ccc2c(c1)OCO2	nt	-8	0	nt	nt	-1	4	nt
CCOc1ncccc1C(=O)OC(C)C(=O)Nc1ccc(N2CCOCC2)cc1 (configuration not stated)	7	1	-5	4	nt	nt	nt	2
Cn1ccc2c(-c3ccc(CO)cc3)cc3c(c21)C1CCC3O1 (configuration not stated)	8	-11	nt	-4	5.3	-7	-3	4
C[C@@H]1CN([C@@H](C)CO)C(=O)c2cc(NS(=O)(=O)c3ccc(Cl)cc3)ccc2O[C@@H](C)CCCCO[C@@H]1CN(C)C(=O)NC1CCCCC1	-5	17	1	-4	nt	-6	7[16.7 µM]	2
C[C@@H]1CN([C@@H](C)CO)C(=O)c2cc(-c3ccc(F)cc3)cnc2O[C@H]1CN(C)C(=O)c1ccc(F)cc1	11	1	0	-2	-0.2	-13	6[16.7 µM]	5
C[C@H]1CN=C(Nc2ccccc2)N1CCc1ccccc1	-8	11	0	2	-0.1	nt	nt	-1
O=C(NNC(=O)c1ccc2c(=O)n3c(nc2c1)CCC3)c1ccc(F)cc1	nt	-9	3	nt	0.3	-5	0	nt
COc1ccc(Nc2oc(-c3ccc(F)cc3)nc2C#N)cc1	-12	-29	nt	4	nt	-13	9	4
CC(=O)COc1cccc2ccc(/C=C/c3ccc(Br)s3)nc12	-7	-29	-2	1	nt	-15	16	6
COc1ccc(CCC(=O)Nc2ccc(OC)c(S(=O)(=O)N3CCCCC3)c2)cc1	1	4	-2	3	12	-6	nt	-1
O=C(c1cccc(S(=O)(=O)NCc2ccccc2)c1)N1CCN(c2ccc(F)cc2)CC1	12	-19	1	1	-0.4	5	18	0
O=C(CCN1CCOCC1)NCc1ccccc1	-14	-4	nt	2	0.1	nt	nt	3
Nc1c(-c2ccccc2)cnc2ncnn12	-2	-9	1	1	nt	nt	-9	-1
CN(C)CCN(C)Cc1ccccc1Sc1cccc2ccccc12	12	52*	3	-5	nt	-4	6	9
CCN(C(=O)CSc1ccc2ccccc2c1)C1CCS(=O)(=O)C1 (configuration not stated)	nt	-9	3	nt	-0.1	nt	-3	nt
COCCN(CCOC)Cc1cc(=O)oc2ccc3ccccc3c12	8	-16	2	2	0.1	8	-1	13
O=C(NC1CCN(S(=O)(=O)c2ccc(F)cc2)CC1)c1ccco1	9	2	-2	-8	-0.1	nt	nt	1
COc1ccc(N=Cc2ccc(CNS(=O)(=O)c3ccc(Cl)cc3)o2)cc1	14	nt	nt	6	nt	1	-4	-2
COC(=O)c1ccccc1N=Nc1c(C)n[nH]c1C	nt	-15	2	nt	12	7	nt	nt
Cc1cccc(C)c1NC(=O)C(c1ccccc1OC(F)(F)F)N1CCN(C/C=C/c2ccccc2)CC1 (configuration not stated)	8	-11	-1	-1	-0.2	-4	-1	-4
O=C(Nc1ccccc1C(=O)NCCCN1CCOCC1)c1cccc([N+](=O)[O-])c1	3	1	-4	10	-0.8	-4	-4	0
COc1ccccc1CNC(=O)CCc1c(C)nc2cc(-c3ccccc3OC)nn2c1C	nt	-14	0	nt	0.0	0	nt	nt
O=C(CN1CCCCCC1)Nc1ccc(F)c(F)c1	-3	nt	nt	4	nt	19	1	-1
CC(C)NC(=O)N1C[C@@H]2[C@H](c3ccccc31)[C@@H](CO)N2C(=O)c1cccnc1	3	-14	2	-3	0.0	0	-33[16.7 µM]	-3
Cc1cccc(OCC(=O)Nc2cc(NC(=O)COc3cccc(C)c3C)cc(C(=O)O)c2)c1C	2	-16	-3	2	nt	13	4	4
CC(=O)c1cc2c(cc1C)CCCC2(C)C	5	-8	0	6	0.4	10	0	-1
Cc1cccc(NC(=O)NNC(=O)c2cc3occc3[nH]2)c1C	-2	-12	4	-1	nt	6	-1	1
Cc1ccc(S(=O)(=O)CCC(=O)OCc2nnc(-c3ccc([N+](=O)[O-])cc3)o2)cc1	0	4	1	-3	nt	2	-2	-1
CCCNC(=O)N(C)C[C@H]1Oc2ncc(C#C[C@H](C)O)cc2C(=O)N([C@@H](C)CO)C[C@H]1C	3	-4	-2	-3	-0.3	-1	-4[16.7 µM]	-7
Cc1cc(=O)[nH]c2ccc(S(=O)(=O)NC3CCCCC3)cc12	-4	-3	0	5	-0.1	-6	22	10
C[C@H](CO)N1C[C@H](C)[C@H](CN(C)CC2CCCCC2)Oc2cc(C3=CCCC3)ccc2S1(=O)=O	-16	16	0	1	0.1	-39	5[16.7 µM]	-2
O=C(c1n[nH]c(=O)c2ccccc12)N1CCN(Cc2ccc3c(c2)OCO3)CC1	-7	-4	2	-237	1.5	5	-7	1
CCS(=O)(=O)N1CC2(C1)[C@H](c1ccccc1)[C@H](CO)N2C(=O)C1CCCC1	nt	-19	0	nt	-0.1	-7	nt	nt
COC(=O)C1(C)NC(=O)c2ccccc2N1 (configuration not stated)	4	-10	-2	0	nt	nt	6	-1
Cc1ccc2c(c1)N=C(c1ccccc1)CC(C(Cl)Cl)=N2	-11	-16	nt	-3	nt	38	7	-3
